# SMARCA2 act: SMARCA2 function activation, primary screen | MG213 cells, MMTV-luciferase reporter, dexamethasone, overnight | activation, % at 9.1 µM | 1% of 370,000 active | AID 652017; in the data active = activation above about 7.8%;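 also: 0% = vehicle wells and 100% = reference activator wells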
# NR1D1 modulator: Rev-erb alpha (human) modulation. P20393. Rev-erbα–FITC-DNA binding, fluorescence polarization, 90 min. activity, % at 10 µM. 0.79% of 370,000 active;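 active = activity above about 14%, limit read from the data; passing the limit was not always enough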;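 also: 0% = DMSO wells with 35 nM protein and 100% = DMSO wells with 750 nM protein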
# Target sequence (P20393 whole entry, looked up): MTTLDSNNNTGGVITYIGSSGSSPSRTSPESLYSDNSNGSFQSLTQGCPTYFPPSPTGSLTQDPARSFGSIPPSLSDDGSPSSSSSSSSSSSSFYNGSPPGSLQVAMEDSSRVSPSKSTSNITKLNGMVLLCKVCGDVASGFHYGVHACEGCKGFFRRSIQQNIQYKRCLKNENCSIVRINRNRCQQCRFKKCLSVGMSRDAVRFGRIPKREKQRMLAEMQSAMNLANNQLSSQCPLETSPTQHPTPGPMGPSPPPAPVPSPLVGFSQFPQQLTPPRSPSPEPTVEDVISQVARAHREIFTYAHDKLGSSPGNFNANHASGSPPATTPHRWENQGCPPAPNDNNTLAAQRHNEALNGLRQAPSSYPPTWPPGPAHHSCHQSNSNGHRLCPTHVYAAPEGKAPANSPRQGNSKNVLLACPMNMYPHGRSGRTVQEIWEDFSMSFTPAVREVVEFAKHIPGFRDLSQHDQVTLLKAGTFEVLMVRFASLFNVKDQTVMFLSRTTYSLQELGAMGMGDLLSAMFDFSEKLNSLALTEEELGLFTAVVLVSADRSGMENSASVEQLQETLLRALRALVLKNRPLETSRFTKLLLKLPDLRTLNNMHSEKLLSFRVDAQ
# ARFGAP1 inh: rat ARFGAP1 inhibition | Q62848 | 0.26% of 360,000 active | inhibition, % at 16.5 µM | AID 651572 | Arfgap1-stimulated ARF1 GTP hydrolysis, GDP FP detection;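 active = inhibition above a per-plate limit, mean inhibition of low control wells plus 3 SD, cut at about 25% in these data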;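 also: 0% = DMSO wells with enzyme and 100% = wells lacking Arfgap1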
# Target sequence (Q62848 1-136 limits assumed): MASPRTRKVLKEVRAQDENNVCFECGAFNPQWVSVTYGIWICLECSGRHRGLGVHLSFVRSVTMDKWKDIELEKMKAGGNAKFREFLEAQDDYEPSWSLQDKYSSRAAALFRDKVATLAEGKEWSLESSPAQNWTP
#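 Material: truncated rat Arfgap1 GAP domain; Incubation: compound-enzyme preincubation 20 min, reaction 120 min, detection 60 min, 25 °C; Read-out: percent inhibition of Arfgap1-stimulated GTP hydrolysis; Technique: FP, GDP Alexa 633 tracer displaced from anti-GDP antibody, 620/688 nm; Controls: No-Arfgap1 wells (100%) versus DMSO full-reaction wells (0%); Replication: single well per compound.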
# ASAP1 inh: inhibitors of human ASAP1 ArfGAP activity; ASAP1-stimulated ARF1 GTP hydrolysis, GDP FP detection; inhibition, % at 16.5 µM; 0.19% of 360,000 active; AID 624377; in the data active = inhibition above about 25%;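 also: 0% = vehicle with enzyme and substrate and 100% = no enzyme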
# HTRA1 inhibitor: HTRA1 (human) protease inhibition | 0.5% of 340,000 active | AID 504803 | Q92743 | recombinant HTRA1, FP-rhodamine activity-based probe, fluorescence polarization | inhibition, % at 5.96 µM; in the data active = inhibition above about 36%;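 also: 0% = enzyme with DMSO and 100% = wells lacking enzyme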
# GC-B act: GC-B (human) receptor activation. P20594. HEK293-GC-B cells, CNP EC30, cGMP TR-FRET; 0% at EC30 CNP, 100% saturating CNP. activation, % at 10 µM. 0.11% of 370,000 active;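 active = activation at 10 µM reaching about 35% in either raw or pattern-adjusted values, limit read from the data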
# mABHD4 FP: ABHD4 (mouse) inhibition, primary FP screen. Q8VD66. purified mABHD4, FP-Rh probe fluorescence polarization. inhibition, % at 8.92 µM. 0.54% of 370,000 active. AID 720543;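 active = inhibition exceeding the mean over every tested compound plus 3 SD, cut at about 30% in these data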;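 also: 0% = plate median of compound wells and 100% = S159A mutant with DMSO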
# Target sequence (Q8VD66 whole entry, looked up): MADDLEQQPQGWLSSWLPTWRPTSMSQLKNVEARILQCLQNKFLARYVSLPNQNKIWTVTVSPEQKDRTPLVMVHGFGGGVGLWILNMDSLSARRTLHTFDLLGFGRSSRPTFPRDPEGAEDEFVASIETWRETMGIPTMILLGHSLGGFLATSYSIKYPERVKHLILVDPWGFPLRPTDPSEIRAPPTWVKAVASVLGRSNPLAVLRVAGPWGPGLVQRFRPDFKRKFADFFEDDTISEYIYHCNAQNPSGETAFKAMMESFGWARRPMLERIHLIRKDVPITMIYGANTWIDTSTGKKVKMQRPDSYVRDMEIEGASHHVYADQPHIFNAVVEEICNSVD
#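 Assay system: Wild-type mouse ABHD4 protein | Medium: HEPES pH 7.0 buffer, 150 mM NaCl, 0.01% Pluronic F-127 | Incubation: Enzyme–compound pre-incubation 45 min, then probe 60 min, both 25 °C | Technique: Fluorescence polarization with parallel and perpendicular emission, 525/598 nm | Evaluation: % inhibition of FP-Rh probe binding versus controls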
# PG9 binder: small molecules binding HIV-1 gp120 antibody PG9 | TR-FRET gp120-PG9 antibody binding | inhibition, % at 6.7 µM | 0.43% of 360,000 active; in the data active = inhibition above about 8.5%
# rCAG RNA binder: r(CAG) repeat RNA binding; TO-PRO-1 dye displacement fluorescence; inhibition, % at 3 µM; 1.3% of 370,000 active;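 active = inhibition above the plate cutoff, the mean of all test compounds on that plate plus 3 SD, cut at about 35% in these data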;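 also: 0% = DMSO alone and 100% = 100 µM mitoxantrone as full dye displacement; higher means more dye released from RNA so lower well fluorescence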
# GC-A act: GC-A (human) enzyme activation; P16066; AID 1671463; activation, % at 10 µM; 0.14% of 370,000 active; HEK293 GC-A cells, cGMP TR-FRET, EC30 ANP; 0% at EC30 ANP, 100% saturating ANP; in the data active = activation above about 40%
# Active calls of the source: *; · = not tested or not shown; & = joins results of further samples.
SMILES,SMARCA2 act,NR1D1 modulator,ARFGAP1 inh,ASAP1 inh,HTRA1 inhibitor,GC-B act,mABHD4 FP,PG9 binder,rCAG RNA binder,GC-A act
O=[N+]([O-])c1cc(S(=O)(=O)NCc2ccco2)ccc1NN=Cc1ccccn1,-1,-31,-4,3,·,-7,1,-1.7,-1,-6
CC(Oc1ccccc1)C(=O)NN1Cc2ccccc2C1=N (configuration not stated),3,-2,-2,13,-1,0,-2,-3.1,2,0
CCC(C)c1ccccc1O (configuration not stated),-3,0,-6,-1,5,-11,-3,-1.7,0,-1
CCOC(=O)N1CCN(C(=O)c2ccc(S(=O)(=O)Nc3ccccc3)cc2)CC1,-6,2,12,12,2,0,-10,0.8,5,-3
Cc1cccc2cc(COC(=O)c3ccccc3)c(=O)[nH]c12,1,18,-2,-9,-3,-2,-8,23*,1,-3
Oc1c(C(c2cccs2)N2CCC3(CC2)OCCO3)sc2ncnn12 (configuration not stated),0,5,-2,-7,-3,-9,0,-1.0,1,2
O=c1[nH]c2ccccc2nc1Cc1ccccc1,0,2,12,1,0,-2,1,1.4,2,1
C=CCNc1ncnc2c1ncn2[C@H]1CN(Cc2cc(OC)c(OC)c(OC)c2)C[C@@H](CO)O1,-4,2,1,6,·,6,-5,1.7,0,-2
COC(=O)[C@]12C[C@H](CC(=O)NCC34CC5CC(CC(C5)C3)C4)C(=O)N(Cc3ccccc3)C1=C[C@H](C(C)C)O[C@@H]2C1CC1,-3,-3,-1,9,·,-7,2,0.7,6,-3
CN(Cc1ccc(Cl)cc1)C(=O)COC(=O)CSc1ccc([N+](=O)[O-])cc1,-3,-4,5,-11,-14,-4,-2,-3.2,2,1
Nc1ccccc1C(=O)NN=Cc1cccc([N+](=O)[O-])c1,9.1*,2,-6,5,·,-5,-5,-0.7,3,5
Cc1noc(C)c1COc1ccc(C(=O)OCC(=O)NCCN2C(=O)CSC2=O)cc1,2,-4,1,-2,3,-1,0,-2.0,1,4
CCN1CCN(c2cc(C)c3cc(NC(=O)c4ccc(Br)o4)ccc3n2)CC1,6,6,8,-8,-4,2,7,-2.6,-7,0
Nc1nonc1-c1noc(CCCOc2ccc(Cl)cc2Cl)n1,-2,1,12,14,-14,-6,-5,-1.6,1,6
CC(C)CNC(=O)OCc1cn(Cc2cccc(C(F)(F)F)c2)nn1,-1,-1,·,·,·,2,1,·,-1,4

# One compound at a time (already shown). Order of screens: SMARCA2 act, NR1D1 modulator, ARFGAP1 inh, ASAP1 inh, HTRA1 inhibitor, GC-B act, mABHD4 FP, PG9 binder, rCAG RNA binder, GC-A act
# `C=CCNc1ncnc2c1ncn2[C@H]1CN(Cc2cc(OC)c(OC)c(OC)c2)C[C@@H](CO)O1` as listed: -4, 2, 1, 6, ·, 6, -5, 1.7, 0, -2
# `CN(Cc1ccc(Cl)cc1)C(=O)COC(=O)CSc1ccc([N+](=O)[O-])cc1` as listed: -3, -4, 5, -11, -14, -4, -2, -3.2, 2, 1
# `COC(=O)[C@]12C[C@H](CC(=O)NCC34CC5CC(CC(C5)C3)C4)C(=O)N(Cc3ccccc3)C1=C[C@H](C(C)C)O[C@@H]2C1CC1` as listed: -3, -3, -1, 9, ·, -7, 2, 0.7, 6, -3
# `CC(C)CNC(=O)OCc1cn(Cc2cccc(C(F)(F)F)c2)nn1` as listed: -1, -1, ·, ·, ·, 2, 1, ·, -1, 4
# `CC(Oc1ccccc1)C(=O)NN1Cc2ccccc2C1=N` (configuration not stated) as listed: 3, -2, -2, 13, -1, 0, -2, -3.1, 2, 0

# Additional compounds follow.
SMILES,SMARCA2 act,NR1D1 modulator,ARFGAP1 inh,ASAP1 inh,HTRA1 inhibitor,GC-B act,mABHD4 FP,PG9 binder,rCAG RNA binder,GC-A act
C=CC[C@@]1(c2ccccc2)Oc2ccccc2-c2nc3ccccc3nc21,-1,7,·,·,·,3,-11,·,4,-6
O=C(NC1CCCCC1)C(c1ccccc1F)n1c(=O)c(-c2cc3ccccc3[nH]2)nc2ccccc21 (configuration not stated),-2,0,5,1,·,-4,-38,2.0,17,2
Cc1cc(C)c2nc(NC(=O)c3ccc4c(=O)n5c(nc4c3)CCCCC5)sc2c1,-2,3,4,2,3,-1,0,-1.5,4,0
O=C(CCC(=O)c1cccs1)NCc1cccc(C(F)(F)F)c1,-2,-3,-11,0,-6,5,-1,2.0,-2,2
CC[C@H](CCCc1ccc(OC)cc1)CCC(=O)N1CCOCC1,-4,-2,·,·,·,-2,3,·,0,-6
CCOC(=O)C1=NOC(COc2ccccc2C=O)C1 (configuration not stated),0,-6,-4,-3,6,1,9,0.3,3,1
CC(C)(C)OC(=O)[C@H](Cc1ccccc1)NC(=O)c1[nH]cnc1C(=O)Nc1cccc(Cl)c1,0,6,20,1,-1,0,-2,-1.4,4,-6
COCCN1C(=O)/C(=C/c2cc3c(cc2Br)OCO3)NC1=S,-1,-6,7,9,-15,-1,-7,-4.2,11,0
C/C(COc1ccccc1)=N\NC(=O)c1nnn(-c2nonc2N)c1-c1ccc(C)cc1,-4,8,3,-5,-10,-1,-10,3.4,11,-1
CCOC(=O)N1CCN(C(=O)c2ccccc2NC(=O)c2ccc(F)cc2)CC1,-2,1,-5,-1,2,1,4,0.6,-6,4
Cc1cccc(C)c1NC(=O)CCCCCNS(=O)(=O)c1ccccc1,-2,2,10,-4,-3,0,1,-1.7,-5,4
CC(CNCc1ccc2c(c1)OCO2)NCc1ccc2c(c1)OCO2 (configuration not stated),0,6,3,4,2,-10,-1,-2.9,0,-5
CC[C@@]1(C(=O)OC)N[C@H](CN(C)C(=O)COc2ccccc2)[C@@H]2C(=O)N(Cc3ccccc3)C(=O)[C@@H]21,-4,0,0,2,0,0,3,1.2,-2,-1
CC(=O)COc1cc2c(-c3cc4ccccc4o3)cc(=O)oc2cc1C,-3,-9,6,-2,-28,4,2,1.9,12,3
Cc1cc(C)c(Nc2ncccc2C(=O)O)c(C)c1,2,-1,13,0,6,1,0,-0.5,-1,1
Cc1cc(C)c(C(=O)C(C)OC(=O)C2=COCCO2)cc1C (configuration not stated),-3,-3,11,0,-2,1,-1,2.0,-7,-2
Cc1c(C(=O)NCCC#N)sc(=O)n1Cc1ccc(C(=O)N(C)C)cc1,0,-1,6,-3,·,-10,0,-1.8,0,1
O=C(CNc1cccc([N+](=O)[O-])c1)N/N=C/c1ccc(F)cc1,0,2,4,5,-1,2,4,-1.0,4,-1
CCOC(=O)C1CCN(C(c2cccc(OC)c2)c2sc3nc(C)nn3c2O)CC1 (configuration not stated),-1,-1,-12,-8,0,5,4,-0.4,0,1
CCN(CC(=O)Nc1ccc(NC(C)=O)cc1)C(=O)CN1C(=O)NC2(CCCC2)C1=O,-2,-5,-15,-12,0,-1,-6,-0.3,-1,1
CC1C(=O)Nc2ccc(S(=O)(=O)NCc3ccc(Cl)cc3)cc2NC1=O (configuration not stated),-1,-1,6,7,-6,5,8,0.1,4,4
CC(=O)N1c2ccc(S(=O)(=O)NC(CC(=O)O)c3ccc(Br)cc3)cc2CC1C (configuration not stated),-2,5,2,-4,8,5,5,-0.6,2,1
CNC(=O)c1cn(-c2ccc(Cl)cc2)c(=O)c2ccccc12,-1,-5,-12,-4,-1,-7,-1,-1.6,-2,2
O=c1cc(-c2c(F)c(F)c(F)c(F)c2F)oc2ccccc12,0,·,12,12,0,·,-5,-1.8,0,·
COc1ccc(S(=O)(=O)N(C)Cc2cccs2)cc1Br,3,8,-9,6,-15,3,-11,-0.2,-1,-2
Nc1nc(O)c(Sc2ccccc2[N+](=O)[O-])c(=O)[nH]1,-1,10,9,3,2,5,-5,1.6,0,-1
COc1ccc(C)cc1Nc1nc(-c2c(C)[nH]c3ccccc23)cs1,-3,-4,10,-9,18,-4,-14,-1.2,20,-4
O=S1(=O)c2ccc(Br)cc2N2CCC[C@@H]2CN1C1CC1,-4,-5,9,15,-8,-3,-7,-2.8,2,-6
CSCCC(NC(=O)c1ccccc1)C(=O)N1CC(C)OC(C)C1 (configuration not stated),-4,1,-16,-7,5,1,-9,-1.6,-3,3
CC(NC(=O)c1ccco1)C12CC3CC(CC(C3)C1)C2 (configuration not stated),1,-1,8,-2,-4,2,-6,1.2,-1,-1
CC(C)C[C@H](NC(=O)CCCn1nnc2ccccc2c1=O)C(=O)O,1,-3,3,-2,0,-1,-1,1.2,3,4
Cc1ccccc1OCC(=O)Nc1ccc2c(c1)ncn2C,4,1,-5,-3,-6,1,-5,-1.2,-5,4
CCc1ccc(Oc2coc3cc(O)ccc3c2=O)cc1,1,-4,1,-9,2,3,-6,1.6,4,10
O=C(NCCc1csc(-c2cccnc2)n1)c1ccc(Cl)cc1,-4,5,8,-6,-1,-16,-2,-1.2,1,-6
Cc1cc(C)n(-c2nc3ccccc3nc2N2CCCCCC2)n1,-2,4,0,6,-5,-10,2,3.0,-5,-5
Cn1c(NC(=S)Nc2ccccc2)nc2ccccc21,6,16,0,-4,7,-1,-1,1.9,6,-2
Cc1cccc(CN2C(=O)c3ccccc3Sc3ccc(C(=O)NCCCN4CCOCC4)cc32)c1,1,-4,-2,6,3,-3,-1,0.3,-4,2
CCN(CC)C(=O)C1=C(C)N(CCCN2CCCC2=O)C(=O)C(CC(=O)NCc2cccc3ccccc23)C1 (configuration not stated),-4,0,5,5,5,8,0,0.4,2,1
Nc1nonc1C(=O)NCCNC(=O)c1cccs1,-2,-5,4,8,8,3,1,-1.4,1,4
COCc1nnc(NC(=O)C2CC(=O)N(CCc3ccc(F)cc3)C2)s1 (configuration not stated),-1,2,1,8,4,-1,-3,-2.9,-2,1
C[C@H](CS)C(=O)N1CCC[C@H]1C(=O)O,-4,-2&-3,2,13,3,-5,-5,-3.0,0,0
Cn1c(=O)c2c(nc(N3CCN(Cc4ccccc4)CC3)n2CCCc2ccccc2)n(C)c1=O,2,2,5,3,-2,-10,2,1.0,0,2
NC(=S)NN=C(c1ccc(F)cc1)C1CC1,-1,-1,-6,-2,0,3,2,1.1,2,1
CC(C)Oc1ccc(OCCn2c(S(=O)(=O)O)nc3c(N)ncnc32)cc1,3,9,16,9,6,1,1,-0.5,2,-5
CC(=O)N1c2ccccc2C(=O)NCC1C(=O)NC(C)(C)C (configuration not stated),-1,0,·,·,·,-6,-7,·,1,2
C/C(=N/NC(=O)c1cc(-c2ccccc2)nc2c(Cl)cccc12)c1cccnc1,-1,1,11,12,-20,1,5,-0.5,12,6
O=C(c1cc2cc(F)ccc2[nH]1)N1CCCC(Nc2ccc(F)cc2)C1 (configuration not stated),-2,7,18,-1,-4,3,6,-3.2,0,-8
Cc1ccc(-c2nn(-c3ccccc3)cc2C=C2C(=O)CC(C)(C)CC2=O)cc1,1,-3,0,-8,-36,19,1,0.0,4,1
O=c1c2ccc(Cl)cc2[nH]c(=S)n1Cc1cccnc1,4,14,0,12,-6,0,1,14*,-6,-2
COc1ccc(NC(=O)c2coc3ccccc23)cc1OC,4,-5,2,-1,6,4,2,0.6,-3,3
OC(COc1ccc2c(c1)CCC2)CN1CCN(c2ccccc2F)CC1 (configuration not stated),-2,-5,3,1,-2,-2,2,0.3,-9,4

# Screening data as filed in PubChem BioAssay.
